HT1080-NT tox: qHTS for induction of synthetic lethality in tumor cells producing 2HG: qHTS for the HT-1080-NT fibrosarcoma cell line; AID 686970, 2013; 360,000 compounds, 1.6% hits; Potency, µM (doses to about 46.1 µM), for the others: at the highest dose activity, negative = less viability, hits mostly cytotoxic; HT-1080-NT fibrosarcoma viability, CellTiter-Glo ATP luminescence, 48 h;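 note: NT is the 2HG producing partner of a matched IDH1 knockdown line; potency is the fitted concentration of half-maximal effect; 0% = DMSO-treated cells and -100% = media-only wells without cells; nearly all actives have a fitted effect of over 55% in size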
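Read-out is CellTiter-Glo luminescence after 10 minutes at room temperature, following 48 hours' compound treatment of HT-1080-NT cells (750 cells/well, RPMI, 5% FBS, 37 degrees C).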
MCF10A rerep: A quantitative high throughput screen for small molecules that induce DNA re-replication in MCF 10a normal breast cells; MCF 10A DNA re-replication, Hoechst nuclear intensity, 48 h; Potency, µM (top dose mostly 46.1 µM), inactives show at the top dose activity, positive = re-replication, actives largely listed as activators; 350,000 compounds, 2.9% hits; AID 624296, 2012; note: potency is the fitted concentration of half-maximal effect; % of control where 0% means no effect; nearly all actives have a fitted effect of over 50% in size
ATXN2 expr inh: Primary qHTS for Inhibitors of ATXN expression | AID 1745845, 2022 | 360,000 compounds, 0.72% hits | HEK-293 ATXN2-luciferase reporter, luminescence, 24 h | Potency, µM (highest dose often 57 µM), inactives show top-dose activity change, negative = inhibition, most hits filed as inhibitors; note: potency is the fitted concentration of half-maximal effect; % is set by controls: 0 for no effect and ±100 for the full control effect; nearly all actives have a fitted effect of over 55% in size
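ATXN2-luciferase reporter cells (luciferase flanked by upstream and downstream ATXN2 gene portions) were treated 24 h at 37 °C with compounds at up to 57 uM. SteadyGlo luminescence gave expression; GF-AFC fluorescence gave viability.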
HepG2 viability: qHTS for Inhibitors of TGF-b: Cytotox Counterscreen | AID 588856, 2011 | 410,000 compounds, 0.76% hits | HepG2 CAGA-GFP viability, ATP luminescence, 18 h | Potency, µM (series often up to 46.1 µM), for inactives: at the highest dose activity change, negative = cytotoxicity, most hits filed as cytotoxic; note: potency is the fitted concentration of half-maximal effect; some results filed as inactive show a strong effect at the top dose
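CellTiter-Glo luminescence gave cytotoxicity after 18 hours at 37 degrees C. The cells were HepG2 CAGA-GFP in 1% FBS DMEM, stimulated with 500 pg/mL TGF-beta after compound addition. %Activity was normalised to no-cell wells (complete cell-killing) and DMSO (no toxicity), and curves were fitted and classified.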
S2 tox: Viability Counterscreen for Primary qHTS for Inhibitors of ATXN expression; S2 cells (HEK-293 line with an ATXN2-luciferase reporter) viability, CellTiter-Fluor protease fluorescence, 24 h; Potency, µM (highest dose often 56.7 µM), usual class: cytotoxic; 400,000 compounds, 0.49% hits; AID 651635, 2014; note: potency is the fitted concentration of half-maximal effect; nearly all actives have a fitted effect of over 40% in size
KB-3-1 tox: qHTS assay for MDR1-selective chemotherapeutics: Primary screen using the parental adenocarcinoma cell KB-3-1. Potency, µM (highest dose often 46.1 µM), inactives show at the highest dose activity change, negative = cytotoxic, usual class: cytotoxic. 400,000 compounds, 1.4% hits. KB-3-1 viability, CellTiter-Glo ATP luminescence, 72 h; note: potency is the fitted concentration of half-maximal effect; % is set by controls: 0 for no effect and ±100 for the full control effect; nearly all actives have a fitted effect of over 60% in size
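Parental KB-3-1 adenocarcinoma cells in phenol-red-free DMEM with 10% FBS were pin-treated with compounds at several concentrations, incubated 72 h at 37 °C, and viability read by CellTiter-Glo luminescence; concentration-effect curves were fitted after normalization.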
SW480 rereplic: A quantitative high throughput screen for small molecules that induce DNA re-replication in SW480 colon adenocarcinoma cells; AID 624297, 2012; 340,000 compounds, 1.8% hits; SW480 DNA re-replication, Hoechst DNA content imaging, 48 h; Potency, µM (doses to about 46.1 µM), for the others: at the top dose re-replication activation, most hits filed as activators; note: potency is the fitted concentration of half-maximal effect; % of control where 0% means no effect; nearly all actives have a fitted effect of over 55% in size
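SW480 cells exposed to compounds for 48 hr at 37 C, 5% CO2, then Hoechst-stained 40 min. Nuclear DNA content imaged by fluorescence scanning (405 nm excitation, 500-530 nm emission); re-replication scored as increased high-intensity nuclei.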
HT1080 IDH1KD tx: qHTS for induction of synthetic lethality in tumor cells producing 2HG: qHTS for the HT-1080-IDH1KD cell line | HT-1080 IDH1 knockdown viability, ATP luminescence, 48 h | Potency, µM (highest dose often 46.1 µM), for the others: at the top dose activity, negative = toxicity, actives largely listed as cytotoxic | 360,000 compounds, 2% hits | AID 686971, 2013;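 note: potency is the fitted concentration of half-maximal effect; 0% = DMSO wells and -100% = cell-free medium wells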
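Viability of IDH1-knockdown HT-1080 fibrosarcoma cells was assessed by CellTiter-Glo after 48 h at 37 °C with titrated compound; concentration-effect curves were classified by fit quality and response size.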
IL-1B inflam inh: qHTS for Inhibitors of Inflammasome Signaling: IL-1-beta AlphaLISA Primary Screen; THP-1 LPS/ATP IL-1B secretion, AlphaLISA, 16 h; stronger effect = lower value; activity change, % at 57.5 µM; 360,000 compounds, 4.7% hits; AID 743279, 2014; in the data active = activity change below about -50%; inconclusive = mostly about -30% to -49%; note: % is set by controls: 0 for no effect and ±100 for the full control effect
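THP-1 cells pretreated 1 hr with compounds (up to 57.5 uM final), then stimulated with LPS (250 ng/mL final) plus ATP (1.25 mM final); secreted IL-1B measured by AlphaLISA after 16 hr, decreased signal indicating inhibition.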
An asterisk follows results filed as active; i = inactive; ? = inconclusive; . = no result given; & = joins results of further samples; [ ] = another dose, or the depositor's remark. Unless noted, calls come from the whole dose curve; as a rule, active = well fitted curve in the direction sought with a large enough effect; inconclusive = small, poorly fitted or top-dose-only effect, or another doubt; inactive = no such curve, though single readings can be large; an effect the other way counts as inactive or inconclusive.

SMILES | S2 tox | HT1080-NT tox | IL-1B inflam inh | HT1080 IDH1KD tx | ATXN2 expr inh | SW480 rereplic | KB-3-1 tox | MCF10A rerep | HepG2 viability
Cc1cc(C)c(NC(=O)C2CCN(C(=O)N3CC(C)Oc4ccc(Cl)cc43)CC2)c(C)c1 (stereo not given) | ? | . | . | . | ? | . | -13% | . | -1%
Cn1cnc2c(N/N=C/c3cccs3)ncnc21 | ? | ? | -91* | ? | -20% | -9% | ? | -4% | -5%
c1ccc2c(c1)CCN2CCN1CCc2ccccc21 | ? | -9% | 0 | 0%[9.24 µM] | 7% | -5% | 5% | 0% | -1%
O=C(Cn1cnc2c(NCc3ccccc3)ncnc21)N1CCN(c2ccccn2)CC1 | i | 7% | -2 | 6% | -6% | 0% | -2% | -11% | 4%
CCC(C)N(C(=O)CSc1nnc(-c2ccco2)n1C)C1CCS(=O)(=O)C1 (stereo not given) | i | -4% | 4 | 0% | -1% | -121%[inhibitor] | 5% | 0% | -7%
COC(=O)C1=CN(c2ccc(C)cc2)C(N)=C(C#N)C1c1ccccc1F (stereo not given) | . | -23% | -12 | ? | . | . | ? | . | .
O=C(O)C1CCCN1C(=O)Oc1ccccc1 (stereo not given) | i | 12% | 14 | 9% | 3% | 1% | -3% | -2% | 2%
COC(=O)c1ccc(C2NCCc3cc(OC)c(OC)cc32)cc1 (stereo not given) | i | -2% | -3 | -1% | -6% | 0% | 4% | -5% | -20%
COc1ccc(C(=O)N2CCN(CCNC(=O)C(=O)Nc3ccc(Br)cc3)CC2)cc1 | ? | -1% | -7 | -21% | -23% | 2% | ? | 5% | 0%
O=C1NC[C@H](Cc2ccc(O)cc2)N(C[C@@H]2CCCN2C[C@H](Cc2ccc(O)cc2)N2C[C@H](Cc3ccccc3)N(CC3CCCCC3)C(=O)C2=O)C1=O | i | 6% | 0 | -2% | 9% | . | 6% | . | .
CSc1cccc(NS(=O)(=O)c2ccc3[nH]cc(C(=O)N4CCCC4)c(=O)c3c2)c1 | i | . | . | . | 17% | . | -2% | . | -22%
CCCCNC(=O)C1CCC(CNS(=O)(=O)c2ccc(C)cc2)CC1 (stereo not given) | i | 6% | 16 | 10% | -9% | -2% | 2% | -3% | -23%&-2%
O=C(C1CCN(S(=O)(=O)c2ccc3ccccc3c2)CC1)N1CCN(c2ncccn2)CC1 | i | -9% | -20 | -25% | -9% | 13% | -10% | ? | -19%
COC(=O)n1c(=O)oc2ccc(S(=O)(=O)N3CCCCC3)cc21 | i | 16% | 31 | -9% | 8% | ? | 12% | -10% | 5%
CC(C)OC(=O)NC(Nc1ccccc1C(=O)O)(C(F)(F)F)C(F)(F)F | i | 0% | 0 | 9% | . | 2% | -11% | -2% | 29%
COc1ccc(C2=NN(C(=O)CCC(=O)O)C(c3ccc(Br)cc3)C2)cc1 (stereo not given) | i | 6% | -12 | 0% | 4% | -11%[1.84 µM] | 1% | 3% | 2%
CC(=O)N1CCN(c2ccc(NCc3cccc(C)c3)cc2)CC1 | i | . | . | . | -6% | 4% | -11% | -14% | -13%
Cc1ccc(CNC(=O)c2cccnc2Sc2cccc(Cl)c2)cc1 | i | -25% | 26 | -15% | -6% | -5% | 3% | ? | 0%
CCOc1nc(Nc2ccc(OC)cc2OC)nc(OCC)n1 | i | -4% | 0 | -2% | . | -8% | -1% | -1% | -20%
Cc1ccc2nc(Nc3ccc(C)c(C)c3)c3nncn3c2c1 | i | 7% | -6 | 25% | 27% | 6% | 15% | ? | -3%
O=C(Nc1ccc(Cl)cn1)c1ccc(Br)c(S(=O)(=O)N2CCCCC2)c1 | ? | 1% | -7 | 16% | -8% | -1% | -17% | 0% | -2%
CC(C)C1C(=O)N(Cc2cn(CCC3OCCCO3)nn2)CCS(=O)(=O)N1Cc1ccc(-c2ccc(Cl)c(Cl)c2)cc1 (stereo not given) | . | 16µM* | -80* | ? | ? | . | ? | . | -90%
CCCN(CCC)CCCNC(=O)c1cn(C)c2ccc(S(=O)(=O)N3CCOCC3)cc2c1=O | i | . | . | . | 8% | . | 7% | . | -40%
CC1CCN(C(=O)CCC(=O)N2CC(C)Oc3ccccc32)CC1 (stereo not given) | i | -1% | 12 | 11% | 0% | 3% | -3% | -3% | -17%
CCOc1ccc(/C=C2\SC(=O)N(CCNC(=O)C3COc4ccccc4O3)C2=O)cc1OC (stereo not given) | ? | -4% | -53* | -4% | ? | -3% | 21% | ? | -3%
O=C(/C=C/c1ccccc1)N(c1ccccn1)C1CCCCC1 | i | 9% | 4 | 2% | -5% | -2% | -2% | 5% | -9%
COc1cc(C2Nc3ccc4ncccc4c3C3=C2C(=O)CCC3)cc(OC)c1OC (stereo not given) | i | -9% | -9 | -16% | . | 2% | ? | -9% | -16%
COc1ccc(N(Cc2cc(=O)[nH]c3ccccc23)C(=O)CCl)cc1 | . | 3.3µM* | -98* | 23µM* | ? | 3.3µM* | ? | ? | -94%
Cc1csc(NC(=O)C2(C)CCN2C(=O)C(C)C)c1C#N (stereo not given) | i | 1% | 50 | 1% | -1% | . | 0% | . | 7%
O=C(CC1Nc2ccccc2NC1=O)Nc1ccc2c(c1)OCO2 (stereo not given) | ? | ? | 0 | ? | -14% | -1% | 3% | ? | 3%
CCc1nn(CCCN2CCN(c3cccc(Cl)c3)CC2)c(=O)n1CCOc1ccccc1 | ? | ? | -7&-5 | ? | ? | -49%&-5%[inhibitor] | 0%&0% | ? | -42%&-41%
O=C(c1nc(-c2ccccc2)n(-c2ccccc2)n1)N1CCN(S(=O)(=O)c2ccccc2)CC1 | i | -8% | -29 | 0% | -6% | -4% | 0% | 21% | -12%
COC(=O)CSc1cccc2c1C(=O)CC2c1ccccc1 (stereo not given) | i | 0% | -12 | 4% | . | -4% | 4% | 3% | 3%
O=C(NC1CCCCC1)c1ccc(-c2ccccc2)cc1 | i | 14% | -16 | 13% | 18% | 10% | 0% | 12% | 13%
Cc1cccc(NS(=O)(=O)c2cc(C(=O)N3CCCC3)ccc2Cl)c1 | i | 15% | -11 | 19% | 1% | -2% | 10% | 15% | 7%
COC(=O)[C@H](CC(C)C)NC(=O)CC[C@H]1O[C@@H](n2cc(C)c(=O)[nH]c2=O)C[C@@H]1O | i | 22% | 12 | 19% | 4% | . | 0% | . | -3%
O=c1[nH]c(/C=C\c2cccc(O)c2)nc(O)c1[N+](=O)[O-] | ? | 0% | 3 | 4% | 1% | 0% | 16% | 8% | -1%
COc1ccc(CNCCC(c2ccc(OC(C)C)cc2)c2ccccc2OC)cc1 (stereo not given) | ? | ? | -97* | ? | 25µM* | ? | ? | ? | -79%
Clc1ccc(CONc2ncnc3nonc23)c(Cl)c1 | i | ? | -76* | ? | ? | 1% | ? | 27% | -31%
Cc1cccc(C)c1OCC(=O)NNC(=O)c1ccoc1C | i | 13% | 2 | 8% | -24% | ? | 4% | 11% | -1%
O=C(COc1ccc(Br)cc1)Nc1ccccc1C(=O)N1CCOCC1 | i | -1% | -22 | -2% | 1% | -2% | 1% | 1% | 2%
COc1ccc(-c2ccnc3c(C(=O)O)cnn23)cc1 | i | 19% | -11 | 0% | 22% | 4% | -1% | -20% | -6%
Cc1ccc(CN(C(=O)CNC(=O)c2cccs2)C(C(=O)NCC2CCCO2)c2ccccc2)cc1 (stereo not given) | i | 8% | -7 | 16% | 15% | 2% | -8% | ? | -9%
COC(=O)c1nnn(CC(=O)Nc2cc(Cl)ccc2C)c1C(=O)OC | i | -1% | ? | 2% | 1% | -5% | -10% | -3% | -4%
CC(=O)c1c(C(C)=O)c(C)n(NC(=O)c2ccncc2)c1C | i | -1% | -13 | 1% | -8% | -18% | 0% | -6% | -2%
COC(=O)C1=C(C)N(c2cccc3ccccc23)C(=O)C1 | i | -4% | -13 | 0% | 6% | 2% | 2% | 8% | -6%
COC(=O)c1ccccc1NC(=O)CSc1nc(N)cc(=O)[nH]1 | i | -3% | 8 | -3% | -3% | 0% | -2% | -3% | -19%
O=C(COC(=O)c1cccs1)NCc1ccco1 | i | -1% | 2 | -1% | 1% | -6% | -1% | -13% | -21%
CN(C)c1ccc(/C=N/NC(=O)c2ccccc2Cl)cc1 | i | 12µM* | ? | 8.2µM* | 15% | 2.6µM* | ? | 21µM* | 2%
Cc1cc(=O)n2c3ccccc3n(CC(O)CN3CCOCC3)c2c1C#N (stereo not given) | i | 13% | 12 | 6% | -1% | 11% | 3% | 14% | -6%
CCOC(=O)C1=C(C(F)(F)F)Nc2ncnn2C1c1cc(OC)c(OC)cc1OC (stereo not given) | i | 1% | 3 | 10% | 0% | -2% | 7% | -2% | 7%
NS(=O)(=O)c1ccc(CNC(=O)c2cc(-c3ccccn3)nc3ccc(Cl)cc23)cc1 | i | -18% | 32 | ? | -34% | -1% | 14% | 0% | -6%
CC(C)(C)NS(=O)(=O)c1ccc2nc(NC(=O)c3ccc(N4C(=O)CCC4=O)cc3)sc2c1 | ? | -24% | 6 | -8% | . | -62%[inhibitor] | 0% | -9% | 29%
Cc1ccc(S(=O)(=O)N2CCCC(c3nc4c(nnn4Cc4ccc5c(c4)OCCO5)c(=O)[nH]3)C2)cc1 (stereo not given) | ? | 9% | ? | 8% | . | ? | -30% | ? | 5%
